IL-2 act = activators of IL-2; IL-2 activation reporter assay, cell-based qHTS; stimulated with anti-CD3/CD4/CD28 beads; in transgenic mouse T cells; activation, % (series mostly up to about 46 µM); 360,000 tested, 0.065% active; in the data active = activation above about 50%; inconclusive = mostly about 30% to 49%; also: 0% is about no effect
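First, unstimulated transgenic mouse T cells were exposed to compound for 60 min. Next, anti-CD3/anti-CD4-coated beads with anti-CD28 were added. Finally, after 18 h at 37 degrees C, EGFP and DsRed were imaged.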
CCT modulator = changes cytosolic chaperonin activity; purified chaperonin ATPase assay, HTRF ADP detection, 30 min; activity change, % (concentration not given with the values), hits read low; 360,000 tested, 0.3% active; in the data active = activity change below about -30%; also: % is scaled to controls: 0 for no effect and ±100 for the full control effect
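First, chaperonin was dispensed at 40 nM or 20 nM final depending on batch activity. Next, compounds were pinned at 76 uM and ATP added at 10 uM. After 30 min at 37 °C, ADP detection reagents ran 30 min at ambient temperature.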
PI5P4K alpha inh = PI5P4K alpha (human) kinase inhibition; P48426; PI5P4Kalpha enzyme, ADP-Glo luminescence, 60 min; active compounds read low; max response, %; 330,000 tested, 1.2% active; active = max response of -50% or lower; inconclusive = between -30% and -50%; inactive = -30% or higher; also: value at the top dose of about 77 µM; % is scaled to controls: 0 for no effect and ±100 for the full control effect
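Reactions run in 0.038 M HEPES pH 7.4, 0.28 mM EGTA, 0.1% CHAPS and 5% DMSO, with PI5P4Kalpha, substrate, compound and 5 microM ATP final, one hour at room temperature. Readout is ADP-Glo luminescence.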
EPAC1 antag = blocks human EPAC1 exchange factor | O95398 | EPAC1 GEF assay, Rap1b-BODIPY-GDP exchange fluorescence | Potency, µM (doses to about 115 µM), for inactives: at the top dose activity change, negative = inhibition, actives largely listed as inhibitors | 360,000 tested, 0.14% active;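 also: potency is read from the fitted curve at half-maximal effect; plate controls were vehicle for no effect and positive control for full effect; nearly all actives have a fitted effect of over 50% in size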
Target sequence (O95398 whole entry, looked up): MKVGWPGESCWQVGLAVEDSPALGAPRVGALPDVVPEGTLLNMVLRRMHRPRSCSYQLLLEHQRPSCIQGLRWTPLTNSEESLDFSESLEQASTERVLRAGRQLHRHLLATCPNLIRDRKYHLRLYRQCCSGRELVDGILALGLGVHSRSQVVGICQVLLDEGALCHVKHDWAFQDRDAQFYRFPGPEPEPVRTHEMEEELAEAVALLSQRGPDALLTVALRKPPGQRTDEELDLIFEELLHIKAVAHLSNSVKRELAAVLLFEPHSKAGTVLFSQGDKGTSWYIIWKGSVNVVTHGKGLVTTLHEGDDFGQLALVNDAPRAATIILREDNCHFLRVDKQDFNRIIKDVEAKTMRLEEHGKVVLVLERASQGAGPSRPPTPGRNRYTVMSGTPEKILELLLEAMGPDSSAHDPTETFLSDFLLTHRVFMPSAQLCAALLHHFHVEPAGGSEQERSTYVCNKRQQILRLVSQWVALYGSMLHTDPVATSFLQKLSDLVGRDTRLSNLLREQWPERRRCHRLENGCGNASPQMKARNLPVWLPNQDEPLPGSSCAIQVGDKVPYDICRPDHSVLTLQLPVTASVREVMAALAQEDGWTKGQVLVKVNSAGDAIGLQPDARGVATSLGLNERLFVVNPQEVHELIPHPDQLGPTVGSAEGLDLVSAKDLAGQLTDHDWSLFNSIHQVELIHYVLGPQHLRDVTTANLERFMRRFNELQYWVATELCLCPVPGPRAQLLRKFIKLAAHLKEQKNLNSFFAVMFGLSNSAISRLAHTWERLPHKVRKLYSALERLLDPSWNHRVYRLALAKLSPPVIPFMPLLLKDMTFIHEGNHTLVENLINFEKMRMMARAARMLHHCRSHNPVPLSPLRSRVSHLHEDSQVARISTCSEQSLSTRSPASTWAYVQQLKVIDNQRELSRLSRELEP
EPAC2 agonist = EPAC2 (human) agonism; EPAC2 activation, biochemical qHTS; response scale: 100% = 6.5 mM cAMP response; Potency, µM (highest dose often 154 µM), inactives show at the top dose activation, actives largely listed as activators; Q8WZA2; 360,000 tested, 0.079% active; AID 720711; also: potency is read from the fitted curve at half-maximal effect; nearly all actives have a fitted effect of over 50% in size
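Each well held 100 nM EPAC2, 250 nM RAP1B-BODIPY-GDP and 50 uM GDP. Fluorescence, read at 5-min intervals to 30 min, was referenced to a 6.5 mM cAMP positive control.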
PLK1 PBD block = blocks phosphopeptide binding to human PLK1 polo-box domain; Plk1 PBD binding of FITC phosphopeptide, fluorescence polarization; 360,000 tested, 2.8% active; P53350; Potency, µM, for inactives: max response, negative = inhibition, actives largely listed as inhibitors; also: potency is read from the fitted curve at half-maximal effect; series mostly up to about 57 µM; % is scaled to controls: 0 for no effect and ±100 for the full control effect; nearly all actives have a fitted effect of over 65% in size
EPAC1 agonist = EPAC1 (human) agonism. 360,000 tested, 0.073% active. Potency, µM (titrated, usually from 154 µM), inactives show at the highest dose activation, hits mostly activators. O95398. EPAC1 agonist qHTS, biochemical assay; response scale: 100% = response to 6.5 mM cAMP. AID 720707; also: potency is read from the fitted curve at half-maximal effect; nearly all actives have a fitted effect of over 60% in size
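EPAC1 100 nM, Rap1B–BODIPY-GDP 250 nM, unlabeled GDP 50 uM; compound titration; 5 min RT; kinetic read ex480/em540 at 5-min intervals ×30 min; data normalized to 6.5 mM cAMP agonist control.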
WRN inhibitor = inhibitors of human WRN helicase; WRN helicase unwinding, fluorescent forked duplex, kinetic; Potency, µM (titrated, usually from 114 µM), for the others: at the top dose activity change, negative = inhibition, usual class: inhibitors; 360,000 tested, 0.46% active; AID 651768; also: potency is read from the fitted curve at half-maximal effect; % is scaled to controls: 0 for no effect and ±100 for the full control effect; nearly all actives have a fitted effect of over 55% in size
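WRN at 20 nM final preincubated with compound 15 min at room temperature; reaction started with 100 nM fluorophore/quencher forked duplex oligonucleotide and 2 mM ATP final. Unwinding followed kinetically by red fluorescence (ex 525, em 598 nm).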
Active calls of the source: *; ? = inconclusive; / = not tested or not shown; [ ] = dose if it differs, or a comment. Unless noted, calls follow the shape of the dose curve; as a rule, active = well fitted curve in the direction sought with a large enough effect; inconclusive = small, poorly fitted or top-dose-only effect, or another doubt; inactive = no such curve, though single readings can be large; an effect the other way counts as inactive or inconclusive. This is a subset; the hit share may differ from the screen's.

Second line of a record: IL-2 act	CCT modulator	PI5P4K alpha inh	EPAC1 antag	EPAC2 agonist	PLK1 PBD block	EPAC1 agonist	WRN inhibitor
Cc1ccc(CNC(=O)C2c3ccccc3C(=O)N(C)C2c2c[nH]c3ccccc23)o1 (stereo unspecified)
  2.3	-1.2	1	9%	-5%	-6%	-7%	-24%[57.1 µM]
Cc1cc(C)c2c(n1)SCC(=O)N2CC(=O)Nc1c(C)cccc1C
  -2.9	-1.8	4	-10%	11%	-11%	-4%	-4%
COc1ccc(C(=O)NCC(c2ccco2)N2CCc3ccccc3C2)cc1 (stereo unspecified)
  -3.3	0.0	-1	3%	12%	3%	10%	-13%
Cc1ccc(C2Cc3cc(O)c(O)cc3CN2)cc1 (stereo unspecified)
  -0.4	1.4	3	1%	0%	-7%	0%	5%
Cn1c(CNc2ccc(Cl)cc2)nnc1SCc1ccccc1
  -2.3	-4.6	-2	3%	-7%	-9%	-1%	3%
CC(C)N1CCC1(C)C(=O)Nc1nccc2cccnc12 (stereo unspecified)
  -0.5	1.9	0	-11%	6%	2%	4%	-5%
O[C@@H]1CN(CC2CCCCC2)[C@@H](c2ccc(Cl)cc2)C[C@H]1n1cc(C2CC2)nn1
  -4.0	0.1	5	-11%	7%	-10%	3%	-2%
CCOC(=O)N1CCN(C(=O)CN(c2cc(C(F)(F)F)ccc2Cl)S(C)(=O)=O)CC1
  -0.1	0.8	/	-9%	0%	0%	-7%	-9%
O=C(NNC(=O)C1CCCC1)c1ccc(F)cc1
  -1.3	0.0	5	5%	3%	-2%	3%	0%
Cc1ccccc1-n1c(=O)cc(NCc2ccc3c(c2)OCO3)[nH]c1=O
  -1.4	-1.5	/	-2%	4%	-7%	-1%	6%
Cc1cc(SCC(=O)OCC(=O)NCC2CCCO2)c(C)cc1Br (stereo unspecified)
  -2.2	-2.2	1	5%	-5%	-3%	-4%	7%
Cc1cc(C)n(CCNS(=O)(=O)c2ccc(Cl)cc2)n1
  0.4	1.1	-1	-5%	6%	-4%	-1%	4%
Cc1cc(NC(=O)COC(=O)C2CC(=O)N(c3ccc(C)c(Cl)c3)C2)no1 (stereo unspecified)
  -2.2	1.9	0	14%	-8%	-4%	-12%	-2%
O=C(/C(=C/O)N=Nc1ccccc1)c1ccco1
  -0.2	0.6	-7	-16%	9%	-5%	2%	-4%
COc1ccc2oc(=O)c(C(=O)N3c4ccccc4CC3C)cc2c1 (stereo unspecified)
  -1.4	-1.7	/	-3%	9%	-6%	4%	4%
CCOc1ccc(N(CC(=O)NCc2ccccc2OC)S(C)(=O)=O)cc1
  1.7	-1.9	/	9%	4%	-2%	-4%	6%
CCOC(=O)CCCCCC(=O)Nc1ccc2c(c1)CC(=O)N([C@@H](C)CO)C[C@@H](C)[C@@H](CN(C)C(=O)Nc1ccc(C(F)(F)F)cc1)O2
  -2.6	-2.7	-2	-5%	-6%	-1%	-10%	2%
COc1ccc(-c2cc(-c3ccccc3)nc(SC(C)C(=O)O)c2C#N)cc1 (stereo unspecified)
  -1.4	0.5	?	6%	-3%	27µM*	2%	-20%
Cc1cc2ccccc2cc1CN1CCCCC1
  0.1	0.5	-6	-12%	-2%	-2%	-7%	9%
Cc1cc(N2CCN(C(=O)c3ccco3)CC2)n2ncc(-c3ccccc3)c2n1
  3.1	0.2	-2	-9%	19%	-7%	14%	-18%

Looked up by compound from above:
Second line of a record: IL-2 act	CCT modulator	PI5P4K alpha inh	EPAC1 antag	EPAC2 agonist	PLK1 PBD block	EPAC1 agonist	WRN inhibitor
Cc1cc(NC(=O)COC(=O)C2CC(=O)N(c3ccc(C)c(Cl)c3)C2)no1 (stereo unspecified)
  -2.2	1.9	0	14%	-8%	-4%	-12%	-2%
CCOC(=O)CCCCCC(=O)Nc1ccc2c(c1)CC(=O)N([C@@H](C)CO)C[C@@H](C)[C@@H](CN(C)C(=O)Nc1ccc(C(F)(F)F)cc1)O2
  -2.6	-2.7	-2	-5%	-6%	-1%	-10%	2%
O[C@@H]1CN(CC2CCCCC2)[C@@H](c2ccc(Cl)cc2)C[C@H]1n1cc(C2CC2)nn1
  -4.0	0.1	5	-11%	7%	-10%	3%	-2%

Later entries:
Second line of a record: IL-2 act	CCT modulator	PI5P4K alpha inh	EPAC1 antag	EPAC2 agonist	PLK1 PBD block	EPAC1 agonist	WRN inhibitor
CCOc1cc(/C=N/Nc2nnc(C)n2N)ccc1OC(C)=O
  -2.0	-8.1	-5	-16%	8%	4%	3%	-4%
CCN(CC)CCNc1nc(-c2ccccc2)nnc1C(F)(F)F
  -1.4	0.4	/	24%	-3%	-7%	3%	-1%
Cc1noc(C)c1C(=O)N1CCN(c2ccc(OCc3ccccc3)cc2)CC1
  0.4	-0.4	0	-3%	8%	0%	9%	-5%
CC(=O)Nc1ccc(NC(=O)C(NS(=O)(=O)c2cccc3nsnc23)C(C)C)cc1 (stereo unspecified)
  -2.5	-0.4	0	3%	13%	-12%	4%	-4%
COC(=O)C1=C(O)/C(=C/c2cccc(OC)c2O)N=C1C
  -0.4	0.6	-4	-7%	0%	-1%	-2%	-1%
COc1cccc(CN2CCN(C(=O)c3cc(-c4cccnc4)nc4ccc(C)cc34)CC2)c1
  -4.8	-2.9	-6	-4%	-6%	-1%	-8%	3%
O=C(CCC(=O)N1CCN(c2ccccn2)CC1)Nc1nnc(C2CCCCC2)s1
  -1.9	-15	/	6%	5%	-5%	1%	-6%[57.1 µM]
Cn1nnnc1Sc1ncnc2scc(-c3ccc(-c4ccccc4)cc3)c12
  -3.7	/	/	2%	9%	/	-33%[inhibitor]	/
O=C(Cc1ccccc1[N+](=O)[O-])Nc1ccccc1C(=O)N1CCCC1
  0.9	-0.6	1	7%	-3%	-3%	-8%	6%
COc1ccc(Cl)cc1NC(=O)CN(C)C(=O)c1cn2ccccc2n1
  0.0	0.7	0	?	1%	1%	-5%	4%
CC(OC(=O)c1ncc(Cl)c(Cl)c1Cl)C(=O)NC1CCCCC1C (stereo unspecified)
  0.1	-1.6	5	-1%	-7%	-3%	-1%	-6%
O=C(N=C1N=C2C=CC=CN2Cc2ccccc21)c1ccc(S(=O)(=O)N2CCOCC2)cc1
  0.0	-1.0	-4	-2%	7%	-8%	11%	3%
Cc1ccc(C(=O)N2CC(C)CC(C)C2)cc1S(=O)(=O)N1CCCCC1 (stereo unspecified)
  0.8	0.6	3	?	1%	-2%	-4%	-1%
O=C(Nc1ccccc1[N+](=O)[O-])OCC=Cc1ccccc1
  2.0	1.1	18	-5%	12%	1%	9%	-4%
COc1ccc(OC)c(S(=O)(=O)N2CCC(C(=O)N3CCN(c4ccc(F)cc4)CC3)CC2)c1
  -0.4	-3.2	3	-16%	13%	-9%	0%	-15%
CN(CC(=O)Nc1ccc(F)c(F)c1F)C(=O)/C=C/c1ccc(Cl)cc1
  0.2	-1.4	-9	5%	-4%	2%	2%	-25%
COc1ccc(S(=O)(=O)N2CCC[C@H]2C(=O)N2CCC[C@H]2C(=O)NCc2ccccn2)cc1C
  5.3	-2.5	2	-5%	0%	1%	4%	-2%
O=C1Nc2ccccc2C12OCC(COc1ccc(Cl)cc1)O2 (stereo unspecified)
  -1.4	0.8	-3	-7%	11%	27µM*	18%	0%
CCc1nc2ccc(C(=O)NCc3ccc(OC)cc3)cn2c1N(CC)CCOC
  0.5	1.1	6	-19%	5%	-9%	1%	2%[57.1 µM]
CCOC(=O)c1ccc(NC(=O)N2CCN(C(=O)c3ccco3)CC2)cc1
  -2.5	0.0	-12	2%	2%	?	-1%	4%

(further entries)
Second line of a record: IL-2 act	CCT modulator	PI5P4K alpha inh	EPAC1 antag	EPAC2 agonist	PLK1 PBD block	EPAC1 agonist	WRN inhibitor
CCOC(=O)c1ccc2c(c1)nc(C1CCN(S(=O)(=O)c3cccs3)CC1)n2CC
  -1.7	0.3	/	-1%	17%	-1%	16%	-14%
CCCCSCc1cc(C(=O)O)oc1C(C)(C)C
  1.5	0.3	-2	3%	3%	-17%	-6%	4%
CCCC[n+]1ccn(-c2nc3ccccc3nc2[N-]S(=O)(=O)c2ccc(Br)cc2)c1
  -1.1	2.1	0	0%	1%	-6%	-11%	-1%
O=C(c1ccc(Cl)nc1)N1CCN(S(=O)(=O)c2ccc(Cl)cc2)CC1
  -4.2	-4.0	-2	-2%	4%	-8%	16%	1%
O=C(CCl)Nc1cc(SCC(O)CO)cc([N+](=O)[O-])c1 (stereo unspecified)
  -4.8	-3.9	3	-16%	0%	?	-3%	-9%
CC1CN(C(=O)c2ccc(C(=O)c3ccccc3)cc2)CC(C)O1 (stereo unspecified)
  -1.5	-0.5	/	2%	0%	-1%	3%	-2%
Cc1ccc(NS(=O)(=O)c2ccc(C(C)C)cc2)cc1S(=O)(=O)N1CCOCC1
  -0.6	-0.8	6	-5%	3%	1%	-3%	-3%
C=CCn1c(C(CC)CC(C)(C)O)n[nH]c1=S (stereo unspecified)
  -0.3	1.1	7	14%	2%	-1%	-2%	6%
Nc1cccc(-c2nc3ccc(N)cc3s2)c1
  -0.3	-0.3	-19	11%	0%	-6%	-1%	-3%
O=C1C2(c3ccccc3)CN(CCO)CC1(c1ccccc1)CN(CCO)C2
  7.9	-0.2	-3	10%	3%	-1%	4%	-15%[57.1 µM]
COc1ccc(C[C@H]2CN3C(=NC[C@H]3C)N2CCNC(=O)c2ccc(C)c(Br)c2)cc1
  -0.5	0.4	12	-4%	0%	3%	8%	0%
O=C(O)c1ccc(N(c2ccccc2)c2ccccc2)cc1
  0.0	-0.3	16	-6%	-8%	-16%	3%	-1%
Cc1csc(NC(=O)CSc2nnc3ncccn23)n1
  -2.9	-2.9	/	-5%	2%	-9%	2%	8%
COc1ccc(/C=C2\SC(=S)N(CCCC(=O)NNC(=O)c3ccccc3O)C2=O)cc1
  -0.9	-2.5	14	-24%	5%	24µM*	4%	-11%[57.1 µM]
O=C(O)CCC(=O)NN1C(=O)c2ccccc2NC1c1ccc(F)cc1 (stereo unspecified)
  -2.5	-0.1	-2	-7%	-1%	-2%	2%	-2%
C[C@@H](O)CNC(=O)c1[nH]cnc1C(=O)Nc1ccc(CNC(=O)OC(C)(C)C)cc1
  0.9	0.1	-1	0%	-9%	-3%	-4%	-5%
O=C(Nc1ccc2c(c1)CCC2)c1ccccc1
  -3.9	0.0	4	-6%	18%	-13%	2%	-4%
O=C(c1ccc(COc2ccccc2Br)cc1)N1CCCCC1
  0.3	-2.5	10	-11%	16%	-7%	12%	-14%
Cc1ccc(S(=O)(=O)Cc2ccc(C(=O)N3CCC(C)CC3)cc2)cc1
  1.9	-1.6	2	-8%	2%	-6%	-2%	-15%

High-throughput results (PubChem BioAssay)
